N370S GC mod: qHTS Assay for Inhibitors and Activators of N370S glucocerebrosidase as a Potential Chaperone Treatment of Gaucher Disease. Lysosomal acid glucosylceramidase (Homo sapiens), P04062. N370S GC spleen homogenate, 4MU-glucoside fluorescence. Potency, µM (titrated, usually from 59.4 µM), for the others: at the top dose activity change, negative = inhibition, hits mostly inhibitors. 0.092% of 330,000 active; active = well fitted inhibition curve with a large enough effect;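 also: 0% = full enzyme activity and -100% = no enzyme basal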
Active calls of the source: *; & = joins results of further samples; [ ] = remark or other dose. Potency is read from the fitted curve at half-maximal effect. These rows are one share of the data, so the mix of outcomes need not match the whole.

`CC(C)C[C@@H](CC(=O)N[C@@H](CCC(=O)O)CC(=O)O)NC(=O)[C@@H]1CNCC[C@H]1NC(=O)C[C@H](CCCN)NC(=O)C[C@H](CO)NC(=O)[C@@H]1CCCC[C@H]1N` gave N370S GC mod -2%.
Screening COC(=O)[C@H]1C[C@@H]1[C@H](NC(C)=O)c1ccccc1 returned N370S GC mod 17%.
Screening C=CCC(C)(O)/C=C/c1ccccc1 (stereo unspecified) returned N370S GC mod -17%.
Screening COc1ccc2c(c1)OC[C@H]1c3cc4c(cc3O[C@@H]21)OCO4 returned N370S GC mod -7%.
O=CN1CCc2c([nH]c3ccccc23)C1c1cccc2cccnc12 (stereo unspecified) was read as N370S GC mod 0%.
For Cc1cc2c3c(cccc3n1)C(=O)c1ccccc1-2 the results were N370S GC mod -5%.
For CC(C)CN(C)c1nc(N)c(C(=O)N=C(N)N)nc1Cl the results were N370S GC mod -1%.
For COC(=O)C1(C(=O)OC)Cc2conc2[C@H]1c1ccccc1 the results were N370S GC mod -15%&-9%&3%.
NCCC[C@@H](CC(=O)N[C@@H]1CCCC[C@H]1C(=O)N[C@H](CC(=O)N[C@@H](CCC(=O)O)CC(=O)O)Cc1ccccc1)NC(=O)C[C@H](Cc1c[nH]c2ccccc12)NC(=O)[C@@H]1CCCC[C@H]1N was read as N370S GC mod 11%.
CC(=O)N[C@@H](c1ccccc1)[C@]1(C)C[C@H]1[C@@H](C)C(=O)Nc1ccc2ccccc2c1 was read as N370S GC mod 3%.
COC(=O)c1ccc(CN2[C@@H]3C[C@@H](O)CC[C@@H]3C[C@H]2C(=O)OC)cc1 was read as N370S GC mod -5%.
Cc1ccc(C(=O)O)cc1 was read as N370S GC mod 0%.
`CC(C)Cn1nnnc1S(=O)(=O)CCc1ccccc1` gave N370S GC mod -5%.
`COC(=O)C1=C(C(=O)OC)[C@@H]2N(Cc3ccccc3)c3ccccc3[C@@]23C[C@@H](C(=O)OC)N(S(=O)(=O)c2ccc(C#N)cc2)C3=N1` gave N370S GC mod -5%[12.8 µM].
Screening Cn1c(=O)n2n(c1=O)[C@H]1[C@H](O)[C@H]3O[C@@H]3/C(=N/OCc3ccccc3)[C@@H]1CC2 returned N370S GC mod 2%[12.8 µM].
Screening C[C@@H](C(=O)Nc1ccc2ccccc2c1)[C@H]1C[C@]1(C)[C@H](NS(=O)(=O)c1ccc2ccccc2c1)c1ccccc1 returned N370S GC mod 1%.
NCCC[C@@H](CC(=O)N[C@@H]1CCCC[C@H]1C(=O)N[C@H](CC(=O)N[C@@H](CCC(=O)O)CC(=O)O)Cc1c[nH]c2ccccc12)NC(=O)C[C@H](Cc1ccccc1)NC(=O)[C@@H]1CCCC[C@H]1N was read as N370S GC mod 0%.
CCN1CCCC1Cn1c(-c2ccccc2)nc2c(N(CCOC)CCOC)nc(C)nc21 (stereo unspecified) was read as N370S GC mod -9%.
For COc1ccc(-c2nc(-c3ccccc3)oc2Nc2ccccc2C)cc1 the results were N370S GC mod 22%&-7%.
Screening COC(=O)C1=C(C)N(Cc2ccccc2)C2=C(C(C)=O)C(c3ccccc3)[C@@](O)(C(=O)OC)C(=O)N2C1c1ccccc1 (stereo partly specified) returned N370S GC mod 13%&-4%[12.8 µM].

6 compounds drawn at random from those above, as already listed:
CC(=O)N[C@@H](c1ccccc1)[C@]1(C)C[C@H]1[C@@H](C)C(=O)Nc1ccc2ccccc2c1 was read as N370S GC mod 3%.
For COC(=O)C1(C(=O)OC)Cc2conc2[C@H]1c1ccccc1 the results were N370S GC mod -15%&-9%&3%.
`CC(C)Cn1nnnc1S(=O)(=O)CCc1ccccc1` gave N370S GC mod -5%.
Screening COc1ccc2c(c1)OC[C@H]1c3cc4c(cc3O[C@@H]21)OCO4 returned N370S GC mod -7%.
Cc1ccc(C(=O)O)cc1 was read as N370S GC mod 0%.
Screening Cn1c(=O)n2n(c1=O)[C@H]1[C@H](O)[C@H]3O[C@@H]3/C(=N/OCc3ccccc3)[C@@H]1CC2 returned N370S GC mod 2%[12.8 µM].

New compounds follow
Cn1c(=O)n2n(c1=O)[C@H]1[C@H](O)[C@H]3O[C@H]3C(=O)[C@H]1CC2 was read as N370S GC mod 1%[12.8 µM].
`COc1ccc2c(c1)c(CC(=O)O)c(C)n2Cc1ccc(F)cc1` gave N370S GC mod 1%.
For COC(=O)[C@@]1(Cc2ccc(F)cc2)[C@H]2c3cc(C(=O)N4CCCC4)n(Cc4c(CO)[nH]cc(C)c4=O)c3C[C@H]2CN1C(=O)c1ccccc1 the results were N370S GC mod -22%.
O=C(O)/C=C(\CC(=O)O)C(=O)O was read as N370S GC mod -20%.
C=CCOC(=O)N[C@@H](c1cccs1)C(C(C)=O)C(C)=O was read as N370S GC mod 5%.
For CCCCCCC1=Cc2cc(OC)c(OC)cc2C(CC(=O)/C=C/OC)O1 (stereo unspecified) the results were N370S GC mod 6%[12.8 µM].
Screening Cc1cc2c(nc1C)CCCN2C[C@H](O)CN1CCCc2nc(-c3ccc(Br)cc3)ccc21 returned N370S GC mod -5%&-15%[12.8 µM].
Screening CC1(C)O[C@@H]2O[C@H]([C@H](O)CO/N=C3/[C@H]4O[C@@H]4[C@@H](O)[C@H]4[C@H]3CCn3c(=O)n(-c5ccccc5)c(=O)n34)[C@@H](O)[C@@H]2O1 returned N370S GC mod -2%[12.8 µM].
COCCNC(=O)[C@H](C)/C=C/C(NC(=O)OCc1ccccc1)c1ccc(C(=O)OC)cc1 (stereo partly specified) was read as N370S GC mod -17%.
CO[C@@H]1/C=C\CC(=O)N[C@@H](C)C(=O)OC[C@@H](OC)[C@H](C)/C=C\CC(=O)OC[C@H]1C was read as N370S GC mod 6%[12.8 µM].
O=C1CCC=C1C(O)c1ccccc1 (stereo unspecified) was read as N370S GC mod -11%&2%.
Screening CC(=O)N1CC=CC1(CC(C)C)C(=O)NCC1CC1 (stereo unspecified) returned N370S GC mod -6%.
CCOC(=O)CNC(=O)O[C@@H]1Cc2cc(OC)ccc2O[C@H]1c1cccc(OC)c1 was read as N370S GC mod -18%.
CCCNC(=O)OC[C@H]1O[C@@H](CCO/N=C\[C@@H](NS(=O)(=O)c2ccc(C)cc2)[C@H](C)/C=C\CC(=O)OC)C=C[C@@H]1Oc1ccc(OC)cc1 was read as N370S GC mod -1%[12.8 µM].
`CCOc1ccccc1-c1nnc2n1N=C(c1c(OC)cccc1OC)CS2` gave N370S GC mod -11%.
CCCCC1=CC2=CC(=O)C(C)(OC(=O)CC)C(=O)C2=CN1c1ccncc1 (stereo unspecified) was read as N370S GC mod 0%[12.8 µM].
For C[C@H]1/C=C\CC(=O)NCc2cccc(c2)CNC(=O)N[C@H]1c1ccccc1 the results were N370S GC mod -6%.
Screening O=C1[C@H]2[C@H]3[C@H](O)[C@H](O)C/C(=N/OC[C@@H](O)COCc4ccco4)[C@H]3CC[C@@H]2C(=O)N1c1cccc(Oc2ccccc2)c1 returned N370S GC mod 6%[12.8 µM].
Screening CO[C@@H]1COC(=O)[C@@H](C)COC(=O)[C@@H](C)NC(=O)C/C=C\[C@@H]1C returned N370S GC mod 6%[12.8 µM].
Screening COC(=O)[C@@]1(Cc2ccccc2)[C@H]2c3cc(C(=O)N(C)C)n(Cc4ccc(OC)c(OC)c4)c3C[C@H]2CN1C(=O)c1ccccc1 returned N370S GC mod -19%.
NC=O was read as N370S GC mod 2%.
For CN1CCc2c(cc(O)c(O)c2Cl)C(c2cccc(Cl)c2)C1 (stereo unspecified) the results were N370S GC mod -2%.
For COC(=O)C1=C(C(=O)OC)[C@@H]2Nc3ccccc3[C@@]23C[C@@H](C(=O)OC)N(S(=O)(=O)c2cccs2)C3=N1 the results were N370S GC mod 10%[12.8 µM].
Screening COC(=O)[C@@H]1CC[C@H](C)[C@@H](c2ccc(C)cc2)N1C(=O)c1ccc(/C=N\O[C@@H](C)c2cc(-c3c(C)cc(C)cc3C)no2)cc1 returned N370S GC mod -9%[12.8 µM].
C=CCN1CCc2c(cc(O)c(O)c2Cl)C(c2cccc(C)c2)C1 (stereo unspecified) was read as N370S GC mod -7%.
Screening COC(=O)C1=C(C(=O)OC)[C@@H]2N(C)c3ccc(OC)cc3[C@@]23C[C@@H](C(=O)OC)N(S(=O)(=O)c2ccc(Br)cc2)C3=N1 returned N370S GC mod 4%[12.8 µM].
Screening COC(=O)[C@@]1(Cc2ccc(F)cc2)[C@H]2c3cc(C(=O)N(C)C)n(CCF)c3C[C@H]2CN1C(=O)c1ccccc1 returned N370S GC mod -4%.
Screening CCCCC/C=C\C/C=C\C/C=C\CCCCC(=O)NCC(=O)O returned N370S GC mod -2%.
CC(C)C[C@@H](CC(=O)N[C@@H](CCC(=O)O)CC(=O)O)NC(=O)[C@@H]1CNCC[C@H]1NC(=O)C[C@H](CCCN)NC(=O)C[C@H](Cc1ccccc1)NC(=O)[C@@H]1CCCC[C@H]1N was read as N370S GC mod -6%.
Screening CCC12C=C(/C=C/c3ccccc3)C(CC)(C1)C(c1ccccc1)CC2=O (stereo unspecified) returned N370S GC mod 11%[12.8 µM].
CCCCc1nc2c(c3c1C[C@H](C)OC3)CN(C(=O)c1cc(I)ccc1F)CC2 was read as N370S GC mod -1%[12.8 µM].
CO[C@H]1COC(=O)[C@H](C)NC(=O)C/C=C\[C@@H](C)[C@H](OC)COC(=O)[C@@H](OCc2ccccc2)/C=C\[C@@H]1C was read as N370S GC mod -8%[12.8 µM].
Cc1cc(C)cc(C#CC2C=CC(Oc3ccc(C4CCCC4)cc3)C(CO)O2)c1 (stereo unspecified) was read as N370S GC mod 7%[12.8 µM].
Screening CO/N=C\C[C@@H]1C=C[C@H](OC(C)=O)[C@H](COC(C)=O)O1 returned N370S GC mod 12%[12.8 µM].
`C[C@@H](C(=O)Nc1ccc2ccccc2c1)[C@H]1C[C@]1(C)[C@H](NC(=O)Oc1ccc(F)cc1)c1ccccc1` gave N370S GC mod -2%.
Cc1noc(C)c1-c1ccc2ncnc(NCc3ccccc3Cl)c2c1 was read as N370S GC mod 3%.
For CCOC(=O)[C@]1(C(NC(=O)OC)c2cccc(F)c2)CCCC1=O (stereo partly specified) the results were N370S GC mod 0%[12.8 µM].
CC12C=C(/C=C/C=C/c3ccco3)C(C)(C1)C(/C=C/c1ccco1)CC2=O (stereo unspecified) was read as N370S GC mod 11%[12.8 µM].
COCn1c2ccccc2c2nnc(C(C)=O)nc21 was read as N370S GC mod -4%&-17%[12.8 µM].
For C=CCOC(=O)/C=C/NC(=O)/C=C/C=C/CCCCCCCC(C)O (stereo unspecified) the results were N370S GC mod -2%&1%[12.8 µM].

Quoted from above (2 entries):
COCn1c2ccccc2c2nnc(C(C)=O)nc21 was read as N370S GC mod -4%&-17%[12.8 µM].
For C=CCOC(=O)/C=C/NC(=O)/C=C/C=C/CCCCCCCC(C)O (stereo unspecified) the results were N370S GC mod -2%&1%[12.8 µM].

Later entries:
CCCNC(=O)OC[C@H]1O[C@@H](CCO/N=C2/C[C@@H](O)[C@@H](O)[C@@H]3[C@@H]4C(=O)N(CC)C(=O)[C@H]4CC[C@@H]23)C=C[C@@H]1Oc1ccc(OC)cc1 was read as N370S GC mod 2%[12.8 µM].
Screening CC1(OC(=O)C2CCCC2)C(=O)C=C2C=C(c3ccsc3)N(c3ccc(CO)cc3)C=C2C1=O (stereo unspecified) returned N370S GC mod 9%[12.8 µM].
For C=C1C=C(Br)C2(OCCCO2)[C@H]2OC12 (stereo partly specified) the results were N370S GC mod 1%[12.8 µM].
For CO[C@H]1COC(=O)CCC[C@@H](C)[C@H](OC)COC(=O)[C@H]2CCCN2C(=O)C/C=C\[C@@H]1C the results were N370S GC mod 6%[12.8 µM].
`COC(=O)CC1Oc2cc3oc4c(c3cc2O1)C(=O)CC(C)(C)C4` (stereo unspecified) gave N370S GC mod 20%.
For C=CCOC(=O)N[C@H](/C(C(=O)OC)=C(\C)NCc1ccccc1)c1ccc(C)cc1 the results were N370S GC mod 1%.
For CC(C)C[C@@H](CC(=O)N[C@H](CC(=O)N[C@@H]1CCCC[C@H]1C(=O)N[C@H](CC(=O)N[C@@H](CCC(=O)O)CC(=O)O)Cc1ccccc1)C(C)C)NC(=O)[C@@H]1CNCC[C@H]1N the results were N370S GC mod 7%.
COc1ccc(-c2ccc3c(n2)CCCN3C[C@H](O)CN2CCCc3nc(-c4ccc(Br)cc4)ccc32)cc1 was read as N370S GC mod -7%&-2%[12.8 µM].
`CO[C@@H]1COC(=O)[C@H]2CCCN2C(=O)C/C=C\[C@@H](C)[C@H](OC)COC(=O)[C@H]2CCCN2C(=O)C/C=C\[C@H]1C` gave N370S GC mod 2%[12.8 µM].
For COc1cccc([C@@H]2Oc3ccc(Br)cc3C(=O)[C@H]2OC(=O)Nc2ccc(OC(F)F)cc2)c1 the results were N370S GC mod 11%.
For CC/C=C1/OC(=O)c2ccccc21 the results were N370S GC mod -8%.
C[C@@H]1CC[C@H]2C(=O)NC[C@@H](O)CN2[C@@H]1c1ccc(Br)cc1 was read as N370S GC mod 12%[12.8 µM].
For COCOc1cc(OC)ccc1C(=O)/C=C/c1ccc([N+](=O)[O-])cc1 the results were N370S GC mod -3%.
N#Cc1c(-c2ccccc2)no[n+]1[O-] was read as N370S GC mod 3%&14%.
For CC(=O)NC(C(=O)O)C(C)(C)SN=O (stereo unspecified) the results were N370S GC mod -20%.
Screening Cc1noc(C)c1-c1ccc2ncnc(NCc3ccccc3F)c2c1 returned N370S GC mod -3%.
`CCCCCCCCCCCCCCCC(=O)O[C@H](CC(=O)O)C[N+](C)(C)C` gave N370S GC mod -9%.
CC1=CC[C@@]2(CO)COC(c3ccccc3O)C1C2 (stereo partly specified) was read as N370S GC mod 14%.

By substructure, the entries above with a cyano group.
`COC(=O)C1=C(C(=O)OC)[C@@H]2N(Cc3ccccc3)c3ccccc3[C@@]23C[C@@H](C(=O)OC)N(S(=O)(=O)c2ccc(C#N)cc2)C3=N1` gave N370S GC mod -5%[12.8 µM].
N#Cc1c(-c2ccccc2)no[n+]1[O-] was read as N370S GC mod 3%&14%.
